Source: PubChem BioAssay (National Center for Advancing Translational Sciences (NCATS))
A549 viability: counter-screen for Nrf2 inhibitors: cytotoxicity in A549 cells; AID 504648; A549 ARE-Fluc cells, CellTiter-Fluor viability, 18-24 h; Potency, µM (top dose mostly 46 µM), for the others: at the top dose activity change, negative = cytotoxicity, most hits filed as inhibitors; 0.16% of 390,000 active; also: potency is read from the fitted curve at half-maximal effect; % is scaled to controls: 0 for no effect and ±100 for the full control effect
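A549 ARE_Fluc cells in 5% FBS OPTI-MEM were exposed to compounds in concentration-response for 18-24 h at 37 deg C. Viability was read by CellTiter-Fluor fluorescence (Ex 405/Em 525) after 30 min, before the luciferase read.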
Mm-Cpn inhibitor: inhibitors of Methanococcus maripaludis chaperonin (MmCpn). purified Mm-Cpn ATPase, ADP Transcreener TR-FRET. Potency, µM (top dose mostly 76.9 µM), for the others: top-dose activity, negative = inhibition, actives largely listed as inhibitors. 0.031% of 330,000 active. AID 504842; also: potency is read from the fitted curve at half-maximal effect; % is scaled to controls: 0 for no effect and ±100 for the full control effect; nearly all actives have a fitted effect of over 80% in size
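25 nM Mm-CPN + cpd, 10 min 37°C; + 10 uM ATP, 30 min 37°C; buffer 30 mM Tris pH 7.4, 100 mM KCl, 5 mM MgCl2, 1 mM DTT; Transcreener ADP HTRF detection 30 min RT.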
S2 tox: viability counter-screen for ATXN expression inhibitors; Potency, µM (series often up to 56.7 µM), hits mostly cytotoxic; S2 cells (HEK-293 line with an ATXN2-luciferase reporter) viability, CellTiter-Fluor protease fluorescence, 24 h; 0.49% of 400,000 active; also: potency is read from the fitted curve at half-maximal effect; nearly all actives have a fitted effect of over 40% in size
HepG2 viability: kills HepG2 cells in TGF-b inhibitor counter-screen | Potency, µM (top dose mostly 46.1 µM), for the others: at the highest dose activity change, negative = cytotoxicity, usual class: cytotoxic | 0.76% of 410,000 active | AID 588856 | HepG2 CAGA-GFP viability, ATP luminescence, 18 h; also: potency is read from the fitted curve at half-maximal effect; some results filed as inactive show a strong effect at the top dose
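CellTiter-Glo luminescence gave cytotoxicity after 18 hours at 37 degrees C. The cells were HepG2 CAGA-GFP in 1% FBS DMEM, stimulated with 500 pg/mL TGF-beta after compound addition. %Activity was normalised to no-cell wells (complete cell-killing) and DMSO (no toxicity), and curves were fitted and classified.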
TGFb SMAD3 inh: inhibitors of TGF-b signaling; HepG2 CAGA-GFP TGF-b/SMAD3 reporter, GFP fluorescence, 18 h; TGF-beta stimulated, 500 pg/mL final; Potency, µM (doses to about 46.1 µM), without a hit: top-dose activity, negative = inhibition, hits mostly inhibitors; 1.2% of 410,000 active; AID 588855; also: potency is read from the fitted curve at half-maximal effect; % is scaled to controls: 0 for no effect and ±100 for the full control effect; nearly all actives have a fitted effect of over 65% in size
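Cell-based qHTS in HEPG2 carrying a CAGA-GFP Smad reporter; compounds added before 500 pg/mL final TGF-beta, 18 h incubation at 37 degrees C, GFP fluorescence quantified per cell by imaging cytometry.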
CCT chaperon mod: changes cytosolic chaperonin activity; activity change, % (no concentration beside the values), hits read low; purified chaperonin ATPase assay, HTRF ADP detection, 30 min; AID 651819; 0.3% of 360,000 active; in the data active = activity change below about -30%; also: % is scaled to controls: 0 for no effect and ±100 for the full control effect
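Nucleotide hydrolysis assay: TRiC at 20–40 nM final (set by batch activity) with 10 uM ATP, 30 min at 37 °C, in presence of 76 uM compound. Detection by competitive ADP HTRF, 30 min ambient.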
Nrf2 ARE act: Nrf2 pathway activation; AREc32 ARE-luciferase reporter (MCF7-derived line), luminescence, 24 h; Potency, µM (doses to about 46.1 µM), inactives show top-dose activation, actives largely listed as activators; 0.31% of 410,000 active; also: potency is read from the fitted curve at half-maximal effect; % of control where 0% means no effect; nearly all actives have a fitted effect of over 65% in size
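Nrf2 activation is followed as ARE-luciferase induction in the AREc32 line after one day of compound treatment; luminescence is read with Steady-Glo.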
Nrf2 block: inhibitors of Nrf2 signaling; 2.1% of 360,000 active; A549 ARE-Fluc reporter, luciferase luminescence, 18-24 h; AID 504444; Potency, µM (series often up to 46 µM), for inactives: at the top dose activity change, negative = inhibition, hits mostly inhibitors; also: potency is read from the fitted curve at half-maximal effect; % is scaled to controls: 0 for no effect and ±100 for the full control effect; nearly all actives have a fitted effect of over 60% in size
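Reporter: ARE-Fluc in A549. Exposure: 18-24 h, 37 °C, 5% CO2, 5% FBS OPTI-MEM. Readouts: fluorescent cytotoxicity (CellTiter-Fluor), then luminescent Nrf2 signal after BugLite.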
pAkt inh: Akt phosphorylation inhibition; Neuro2A IGF-stimulated pAkt S473 HTRF, 20 min; stronger effect = lower value; activity change, % for hits at 50 µM; 0.32% of 360,000 active; AID 651550; in the data active = activity change below about -80%; inconclusive = mostly about -51% to -80%; also: % is scaled to controls: 0 for no effect and ±100 for the full control effect
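Neuro2A cells (4,500/well, DMEM with 0.5% FBS) were treated with compound at a single 50 µM final concentration, stimulated with 6 nM IGF for 20 min at 37 °C, and lysed. Phospho-Akt Ser473 was read by HTRF as 665/615 ratio ×10^4.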
Numbers without * were called inactive; i = inactive; ? = inconclusive; · = no result given. Unless noted, calls follow the shape of the dose curve; as a rule, active = well fitted curve in the direction sought with a large enough effect; inconclusive = small, poorly fitted or top-dose-only effect, or another doubt; inactive = no such curve, though single readings can be large; an effect the other way counts as inactive or inconclusive. No enrichment for hits (roughly 4.4% active in at least one column).

SMILES	A549 viability	Mm-Cpn inhibitor	S2 tox	HepG2 viability	TGFb SMAD3 inh	CCT chaperon mod	Nrf2 ARE act	Nrf2 block	pAkt inh
COC(=O)C1CCN(C(=O)CN2C(=O)NC3(CCC(C)CC3)C2=O)CC1 (stereo not drawn)	5%	0%	i	-1%	5%	-3.1	3.0%	1%	i
CC1(O)CC(c2ccc(Cl)cc2)=NN1C(=O)c1ccc([N+](=O)[O-])cc1 (stereo not drawn)	?	-2%	i	-38%	?	-2.6	6.9%	18µM*	i
CC(C)(CNC(=O)CC1C(=O)NCCN1Cc1cccc(F)c1F)N1CCOCC1 (stereo not drawn)	0%	?	i	3%	?	0.0	-0.8%	8%	i
CN(C)C(CNC(=O)CCC(=O)c1ccc(Br)cc1)c1ccccc1 (stereo not drawn)	1%	0%	i	-29%	12%	0.4	0.4%	?	i
Cc1ccnc(Sc2nc3c(c(=O)[nH]c(=O)n3C)n2CCCc2ccccc2)n1	-5%	1%	?	2%	0%	-0.9	0.6%	-9%	i
CN(C)S(=O)(=O)Oc1cccc(C(=O)Nc2cccc(Cl)c2)c1	-18%	2%	i	-25%	-5%	-1.7	3.2%	-20%	i
CC(=O)NC(c1ccc(C)cc1)c1cc([N+](=O)[O-])c2cccnc2c1O (stereo not drawn)	?	-10%	i	2%	?	0.2	-0.1%	12µM*	i
COC(=O)c1ccc(N=NN2CCCCCC2)cc1	?	-4%	i	-6%	7%	-1.3	-0.2%	?	i
CCCNC(=O)C1(C)CCCN(Cc2ccc(C)cc2)C1 (stereo not drawn)	·	·	i	6%	28%	2.2	-0.6%	·	i
CN(C)c1ccc(C(=O)OCC(=O)NCCC2=CCCCC2)cc1	1%	-4%	i	10%	-1%	-2.5	3.2%	6%	i
COc1ccccc1C(=O)Nc1ccc(Br)cc1C	6%	-2%	i	-3%	4%	-0.2	14%	?	i
CC(=O)NC(c1ccc(C(C)C)cc1)c1c(O)ccc2ccccc12 (stereo not drawn)	-13%	·	i	-3%	?	0.2	0.2%	27%	i
CCCCc1cc(-c2n[nH]c(=S)o2)c2ccccc2n1	-1%	-5%	·	-14%	5%	0.8	0.3%	?	i
CC(=O)Nc1ccc(NC(=O)C(C)Sc2n[nH]c(-c3cccs3)n2)cc1 (stereo not drawn)	8%	0%	i	-5%	0%	-1.0	3.1%	-3%	i
Cc1cc(NC(=O)N2CC=C(c3c[nH]c4ccccc34)CC2)ccc1Br	4%	·	·	-90%	-23%	·	6.3%	-19%	·
O=C(Cc1ccc(S(=O)(=O)N2CCOCC2)s1)Nc1cc(C(F)(F)F)cc(C(F)(F)F)c1	-17%	-2%	?	-83%	18µM*	-2.6	0.2%	?	i
O=C(CN1CCCC1c1cccs1)Nc1cc(S(=O)(=O)N2CCCCC2)ccc1Cl (stereo not drawn)	3%	·	i	-23%	-26%	0.1	1.1%	?	i
Cc1sc(NC(=O)CN(Cc2ccc(F)cc2)C(=O)C(C)(C)C)c(C(N)=O)c1C	-2%	-1%	?	2%	-12%	-1.5	0.1%	-15%	i
CC(C)OCCCNC(=O)CN1C(=O)COc2ccc(S(=O)(=O)N3CCOCC3)cc21	1%	·	i	0%	0%	·	-1.0%	15%	·
CCN1CCN(C(CNS(=O)(=O)c2ccc(OC)c(C)c2)c2cccnc2)CC1 (stereo not drawn)	2%	-2%	i	19%	12%	-0.8	-1.1%	1%	i
Cc1ccc(S(=O)(=O)NN2Cc3ccccc3C2=N)cc1	0%	0%	i	5%	20%	-0.7	-0.5%	2%	i
O=C(Cn1c(=O)sc2ccccc21)Nc1ccccc1C(=O)O	-5%	-10%	i	-22%	6%	-1.1	0.1%	-10%	i
CCS(=O)(=O)c1nc(S(=O)(=O)c2ccc(C)cc2)c(N2CC(C)CC(C)C2)s1 (stereo not drawn)	-3%	0%	?	-18%	-26%	-1.9	14%	-7%	i
CN(C)S(=O)(=O)c1ccc(N2CCCC2)c(C(=O)NCC(=O)Nc2ccc(F)c(F)c2)c1	1%	-5%	i	4%	-10%	-3.0	-0.4%	3%	i
O=C(Nc1ccc(S(=O)(=O)Nc2ccccc2F)cc1)N1CCCCC1	6%	4%	i	0%	-9%	-1.4	3.7%	-3%	i
S=c1[nH]nc(C2CCCCC2)o1	-1%	?	i	0%	13%	-1.7	-0.8%	-8%	i
COc1ccccc1NC(=O)N(C)C[C@H]1OCc2cn(nn2)CCCC(=O)N([C@@H](C)CO)C[C@@H]1C	·	·	i	-7%	1%	-1.2	0.2%	·	i
Cc1cc(C)cc(OCC(=O)Nc2cc(NC(=O)COc3cc(C)cc(C)c3)cc(C(=O)O)c2)c1	-5%	-26%	i	11%	-9%	-1.2	0.0%	-8%	i
Nc1cccc2cc(-c3ccccc3)oc12	3%	-6%	i	-16%	-17%	0.5	20%	?	i
COc1ccc(S(=O)(=O)Nc2ccc(N3CCOCC3)cc2)cc1[N+](=O)[O-]	2%	-1%	i	4%	-8%	0.7	3.6%	12%	i
Cc1cccn2c1nc(=S)n2C(=O)c1ccco1	-5%	0%	?	-4%	?	1.3	?	?	i
COc1cc(C=O)ccc1OC(=O)c1ccc(C(C)C)cc1	-13%	0%	i	-25%	-9%	0.3	2.1%	-30%	i
CC(C)(C)c1ccc(S(=O)(=O)N2C=CC(C(F)(F)F)=NCC2)cc1	1%	1%	i	-23%	-3%	-2.6	-0.8%	-21%	i
CN(CC(=O)Nc1ccccc1Br)C(=O)CN1CCN(Cc2ccc(Cl)cc2)CC1	4%	-3%	?	-4%	-26%	-1.3	-0.5%	1%	i
CN(C(=O)c1ccco1)c1nc(-c2ccccc2)cs1	8%	1%	i	2%	17%	-2.6	?	?	i
CC(NC(=O)Nc1ccccc1C(F)(F)F)c1c(-n2cccc2)sc2c1CCCC2 (stereo not drawn)	2%	·	i	0%	5%	·	0.2%	-16%	·
O=C(/C=C/c1ccc(Cl)cc1)Nc1ccc(CN2CCOCC2)cc1	?	-1%	i	-26%	4%	0.7	1.9%	21µM*	i
COc1ccc(-n2ccnc2)cc1	-2%	3%	i	-2%	0%	-3.0	0.1%	3%	i
Cc1ccc(-n2ncc(C(=O)N3CCN(c4ncccn4)CC3)c2C2CCN(C(=O)OC(C)(C)C)CC2)cc1	8%	·	·	10%	0%	·	0.3%	23%	·
CN(C)C(CNC(=O)c1ccc(NS(=O)(=O)c2ccc3[nH]c(=O)[nH]c3c2)cc1)c1ccccc1 (stereo not drawn)	1%	-4%	i	-3%	?	-0.1	4.4%	13%	i
O=C(N/N=C/c1cc([N+](=O)[O-])ccc1O)C12CC3CC(CC(C3)C1)C2	17%	0%	?	-4%	-17%	-0.4	0.4%	-5%	i
CS(=O)(=O)N1CCc2cc(C(=O)Nc3cccc([N+](=O)[O-])c3)ccc21	-9%	-1%	i	-19%	22%	-2.0	-0.2%	?	i
Nn1cnnc1N/N=C\c1ccc(-c2ccccc2[N+](=O)[O-])o1	-5%	0%	?	-100%	?	-3.3	-2.1%	13%	i
CSc1ccc(-c2c(C#N)c(N)nc3c2CCCC3)cc1	-5%	-2%	i	-2%	-13%	-3.8	0.0%	0%	i
COc1ccc(-c2cccc(NS(=O)(=O)c3cc([N+](=O)[O-])c(C)c([N+](=O)[O-])c3)c2)nn1	-2%	2%	i	-19%	?	-0.4	0.0%	?	i
O=C(COc1ccccc1F)Nc1ccccc1OCc1cc(=O)n2ccccc2n1	-5%	·	·	4%	4%	·	5.4%	·	·
CC1=C(C(N)=O)C(c2ccccc2)n2nc(-c3cccs3)nc2N1 (stereo not drawn)	2%	0%	i	-1%	11%	-2.2	-0.4%	1%	i
Cc1oc(C(C)(C)C)cc1C(=O)N1CCN(c2ccc(C(F)(F)F)cn2)CC1	1%	0%	i	-16%	?	0.3	4.1%	?	i

Nine structures from above, sorted by SMILES length, rising.
SMILES	A549 viability	Mm-Cpn inhibitor	S2 tox	HepG2 viability	TGFb SMAD3 inh	CCT chaperon mod	Nrf2 ARE act	Nrf2 block	pAkt inh
O=C(/C=C/c1ccc(Cl)cc1)Nc1ccc(CN2CCOCC2)cc1	?	-1%	i	-26%	4%	0.7	1.9%	21µM*	i
Nn1cnnc1N/N=C\c1ccc(-c2ccccc2[N+](=O)[O-])o1	-5%	0%	?	-100%	?	-3.3	-2.1%	13%	i
O=C(COc1ccccc1F)Nc1ccccc1OCc1cc(=O)n2ccccc2n1	-5%	·	·	4%	4%	·	5.4%	·	·
Cc1oc(C(C)(C)C)cc1C(=O)N1CCN(c2ccc(C(F)(F)F)cn2)CC1	1%	0%	i	-16%	?	0.3	4.1%	?	i
CS(=O)(=O)N1CCc2cc(C(=O)Nc3cccc([N+](=O)[O-])c3)ccc21	-9%	-1%	i	-19%	22%	-2.0	-0.2%	?	i
O=C(N/N=C/c1cc([N+](=O)[O-])ccc1O)C12CC3CC(CC(C3)C1)C2	17%	0%	?	-4%	-17%	-0.4	0.4%	-5%	i
CN(C)C(CNC(=O)c1ccc(NS(=O)(=O)c2ccc3[nH]c(=O)[nH]c3c2)cc1)c1ccccc1 (stereo not drawn)	1%	-4%	i	-3%	?	-0.1	4.4%	13%	i
Cc1ccc(-n2ncc(C(=O)N3CCN(c4ncccn4)CC3)c2C2CCN(C(=O)OC(C)(C)C)CC2)cc1	8%	·	·	10%	0%	·	0.3%	23%	·
COc1ccc(-c2cccc(NS(=O)(=O)c3cc([N+](=O)[O-])c(C)c([N+](=O)[O-])c3)c2)nn1	-2%	2%	i	-19%	?	-0.4	0.0%	?	i
